Efflux pump inh – inhibitors of Candida efflux pumps in yeast, primary screen, S. cerevisiae, Nile Red, multiplex; S. cerevisiae Candida pump triplex; inhibition, % at 10 µM; hit rate 0.44% among 330,000;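 active = plate passing quality check with inhibition over a set limit, or well fluorescence over plate mean plus 4 SD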;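 also: Nile Red retained in pooled yeast measured as flow cytometry median fluorescence; 0% = buffer negative control and 100% = Enniatin B positive control; higher means more Nile Red kept so more efflux inhibition; some compounds called inactive have numbers as strong as hits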
RPL19A-GFP yeast – RPL19A-GFP expression modulators in yeast, primary screen, cell-based, S. cerevisiae, multiplex flow cytometry, MLPCN; S. cerevisiae RPL19A-GFP strain, 3 h; hits give low values; hit rate 0.3% among 330,000; percent response vs DMSO, % at 10 µM;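 active = percent response vs DMSO below 50%; inconclusive = fewer than 70 events counted for the yeast strain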;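 also: median channel GFP fluorescence of the barcoded RPL19A-GFP strain; ratio of sample median GFP to plate DMSO average so 100% = DMSO; lower means less RPL19A-GFP as with rapamycin TOR inhibition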
AHR act – AHR activators, primary screen, cell-based, luminescence, luciferase reporter, human. activation, % at 5 µM. AHR-responsive luciferase reporter cells. hit rate 2.5% among 320,000. Aryl hydrocarbon receptor (Homo sapiens), P35869. AID 2796, 2010; in the data active = activation above about 47%;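 also: 0% = vehicle wells and 100% = reference agonist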
Target sequence (P35869 whole entry, looked up): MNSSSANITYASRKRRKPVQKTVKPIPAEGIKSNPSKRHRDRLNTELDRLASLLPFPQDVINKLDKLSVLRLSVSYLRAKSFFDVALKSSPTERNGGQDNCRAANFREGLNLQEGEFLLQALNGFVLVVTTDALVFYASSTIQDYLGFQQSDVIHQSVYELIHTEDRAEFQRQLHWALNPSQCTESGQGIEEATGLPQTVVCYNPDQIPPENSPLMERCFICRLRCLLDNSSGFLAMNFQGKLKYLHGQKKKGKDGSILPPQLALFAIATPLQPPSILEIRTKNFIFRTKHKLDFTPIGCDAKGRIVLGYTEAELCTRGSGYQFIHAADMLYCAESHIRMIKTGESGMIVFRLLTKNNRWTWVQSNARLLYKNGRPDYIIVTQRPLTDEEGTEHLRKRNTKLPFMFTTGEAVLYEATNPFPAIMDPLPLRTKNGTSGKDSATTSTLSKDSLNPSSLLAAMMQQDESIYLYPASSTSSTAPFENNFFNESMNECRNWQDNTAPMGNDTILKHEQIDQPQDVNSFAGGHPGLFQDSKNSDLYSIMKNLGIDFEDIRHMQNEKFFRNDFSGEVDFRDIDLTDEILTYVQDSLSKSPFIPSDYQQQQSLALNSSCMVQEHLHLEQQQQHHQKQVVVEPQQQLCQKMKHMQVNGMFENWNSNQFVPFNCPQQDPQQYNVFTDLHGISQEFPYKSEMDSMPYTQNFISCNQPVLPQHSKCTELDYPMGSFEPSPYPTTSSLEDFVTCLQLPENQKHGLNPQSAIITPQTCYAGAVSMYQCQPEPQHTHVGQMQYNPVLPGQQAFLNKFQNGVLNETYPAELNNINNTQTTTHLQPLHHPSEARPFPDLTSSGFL
CR mimetic SO – reduction of superoxide in aged yeast, primary screen, HTS; superoxide response (% of plate mean), % at 10 µM; hit rate 0.18% among 330,000; S. cerevisiae aged cells, superoxide DHE fluorescence; hits give low values;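 active = superoxide response under a set limit, about three screen SD below normal, cut at about 65% in these data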;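 also: yeast aged for seven days with compound at 30 °C before DHE staining; 100% = average MFI of all compound-treated wells on the plate with controls excluded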
CIT2-GFP yeast – modulators of CIT2-GFP expression in yeast, primary screen, S. cerevisiae, GFP fusion, multiplex flow cytometry, MLPCN library; hit rate 0.065% among 320,000; AID 2029, 2009; GFP response vs DMSO, % at 10 µM; S. cerevisiae CIT2-GFP strain, 3 h; 100 means same as DMSO wells;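 active = GFP response relative to DMSO above a set limit, near the screen mean plus 3 SD, cut at about 150% in these data; inconclusive = Fewer than 70 cells measured for a yeast strain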;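 also: ratio of well median GFP fluorescence to mean of DMSO wells on the plate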
AGP1-GFP MLPCN – modulators of AGP1-GFP expression in yeast TOR pathway, primary screen, cell-based, multiplex flow cytometry, S. cerevisiae, MLPCN library. 3 h; GFP as percent of DMSO wells. GFP response vs DMSO, % at 10 µM. hit rate 0.02% among 320,000;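 active = GFP response relative to DMSO above a set limit, near screen average plus 3 SD, cut at about 150% in these data; inconclusive = fewer than 70 cells counted for the yeast strain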;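 also: median GFP channel fluorescence of the gated AGP1 strain per well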
LAP4-GFP MLPCN – modulators of LAP4-GFP expression in yeast, primary screen, S. cerevisiae, multiplex flow cytometry, MLPCN library; 3 h; median GFP as percent of DMSO wells; GFP response vs DMSO, % at 10 µM; hit rate 0.34% among 320,000; AID 2023, 2009;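 active = GFP response vs DMSO above a set limit, about the screen mean plus 3 SD, cut at about 150% in these data; inconclusive = under 70 cell events counted for the yeast strain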
MEP2-GFP yeast – modulators of MEP2-GFP levels in yeast, primary screen, S. cerevisiae, multiplex flow cytometry, MLPCN library | hit rate 0.51% among 330,000 | S. cerevisiae MEP2-GFP strain, 3 h; 100% = DMSO control level | GFP response vs DMSO, % at 10 µM;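 active = GFP response versus DMSO above a set limit, roughly screen mean plus 3 SD, cut at about 180% in these data; inconclusive = fewer than 70 cells counted for a yeast strain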;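 also: median GFP fluorescence of the barcode-gated MEP2-GFP cells per well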
* = called active by the depositor; ? = inconclusive; · = no result given; [ ] = another dose, or the depositor's remark.

SMILES	Efflux pump inh	RPL19A-GFP yeast	AHR act	CR mimetic SO	CIT2-GFP yeast	AGP1-GFP MLPCN	LAP4-GFP MLPCN	MEP2-GFP yeast
CCOc1ccc(NC(=S)NC(=O)C2CCCC2)cc1	-0.7	96	2	88	94	86	98	88
Cc1ccc(CN2CCCN(Cc3ccc(F)cc3Cl)S2(=O)=O)cc1	-0.1	104	2	95	102	94	92	104
COc1ccc(/C=C2\C(=O)ON=C2c2cccc([N+](=O)[O-])c2)cc1	-0.3	99	2	105	105	105	107	103
Cn1cc(CCC(=O)N2CCCC(C(=O)c3ccc(C(C)(C)C)cc3)C2)cn1 (configuration not stated)	0.2	100	1	97	99	101	92	98
O=C(CSc1nc2ccccc2s1)Nc1cc(S(=O)(=O)N2CCOCC2)ccc1O	-0.1	100	13	104	92	93	102	103
COc1ccccc1N(CC(=O)NCc1ccccc1)C(=O)CCC(=O)Nc1nccs1	0.2	101	2	110	103	98	100	106
O=C(CCC(=O)c1cccs1)Nc1ccc(N2CCCCC2)cc1	0.3	100	4	81	105	94	101	103
Cc1cc[n+](C(C)C(=O)c2ccc(-c3ccccc3)cc2)cc1 (configuration not stated)	0.2	104	2	99	99	90	96	107
Cc1ccc(NCc2ccccc2O)cc1	0.0	103	-4	109	102	107	109	106
COc1ccc(NC(=O)c2ccc(NC3CC(=O)N(c4ccc(C)cc4C)C3=O)cc2)cc1 (configuration not stated)	0.6	95	1	92	98	96	104	96
Cc1cc(NC(=O)c2sc(Nc3ccc(F)c(Cl)c3)nc2N)no1	0.0	105	16	95	95	105	91	103
CCOc1ccc(Br)cc1S(=O)(=O)N1CCCC1	0.0	100	-2	96	90	102	109	103
O=C(N/N=C/c1cc2c(cc1Br)OCO2)c1cc2ccccc2o1	-0.2	100	44	121	102	103	95	99
Cc1nnc(SCc2cn3ccsc3n2)n(N)c1=O	0.0	90	4	90	85	·	85	89
Cc1ccc2nc(SCc3nnc(-c4ccccc4)o3)[nH]c2c1	-0.2	104	38	103	107	105	106	105
COc1ccc(-c2cc3c(nn2)-c2ccccc2C3=O)cc1	0.1	92	20	177	99	90	101	97
COc1ccccc1NC(CC(=O)c1ccccc1)C(=O)OCC(=O)c1ccc(F)cc1 (configuration not stated)	0.0	110	14	97	111	105	81	100
O=C(c1ccco1)N1CCN(C(=O)C2CC(c3ccc(Cl)c(Cl)c3)=NO2)CC1 (configuration not stated)	0.1	97	-3	109	89	99	105	102
C=CCC1CCCCC12NC(=O)N(c1ccccc1)N2 (configuration not stated)	0.0	99	2	95	102	102	106	94
O=C(COC(=O)C1COc2ccccc2O1)NC1CCS(=O)(=O)C1 (configuration not stated)	-0.1	102	1	94	106	103	97	106

Arranged by molar mass (descending): six of the compounds above.
SMILES	Efflux pump inh	RPL19A-GFP yeast	AHR act	CR mimetic SO	CIT2-GFP yeast	AGP1-GFP MLPCN	LAP4-GFP MLPCN	MEP2-GFP yeast
O=C(CSc1nc2ccccc2s1)Nc1cc(S(=O)(=O)N2CCOCC2)ccc1O	-0.1	100	13	104	92	93	102	103
COc1ccccc1NC(CC(=O)c1ccccc1)C(=O)OCC(=O)c1ccc(F)cc1 (configuration not stated)	0.0	110	14	97	111	105	81	100
O=C(COC(=O)C1COc2ccccc2O1)NC1CCS(=O)(=O)C1 (configuration not stated)	-0.1	102	1	94	106	103	97	106
O=C(CCC(=O)c1cccs1)Nc1ccc(N2CCCCC2)cc1	0.3	100	4	81	105	94	101	103
CCOc1ccc(NC(=S)NC(=O)C2CCCC2)cc1	-0.7	96	2	88	94	86	98	88
COc1ccc(-c2cc3c(nn2)-c2ccccc2C3=O)cc1	0.1	92	20	177	99	90	101	97

Following part:
SMILES	Efflux pump inh	RPL19A-GFP yeast	AHR act	CR mimetic SO	CIT2-GFP yeast	AGP1-GFP MLPCN	LAP4-GFP MLPCN	MEP2-GFP yeast
COC(=O)C1=CN(c2ccc(OC)cc2)C=C(C(=O)OC)C1c1ccc(C)c([N+](=O)[O-])c1	-0.1	104	3	100	96	101	96	107
CC1CCN(S(=O)(=O)c2ccccc2[N+](=O)[O-])CC1	0.3	107	5	103	96	102	95	97
CCOc1ccccc1N1CC(C(=O)NNC(=O)c2ccc(F)cc2)CC1=O (configuration not stated)	0.1	94	4	99	89	95	92	97
O=C(Cc1csc(-c2ccccc2)n1)NCc1ccc(F)cc1	-0.1	102	9	94	93	98	101	105
O=C(Nc1ccc(N2CCOCC2)cc1N1CCOCC1)c1ccc([N+](=O)[O-])cc1	0.1	102	5	107	106	105	102	108
Cn1cccc1C(=O)C(=O)Nc1ccc(Cl)cc1	0.3	90	-4	124	79	88	103	90
O=S(=O)(c1ccc(F)c(F)c1F)N1CCN(C(=S)NCc2ccccc2)CC1	-0.1	98	-1	107	98	105	106	100
Cc1ccc(C)c(OCCCC(=O)N2CCOCC2)c1	0.1	99	9	99	100	93	84	97
CCCCC(=O)NCCc1cc2c(OC)ccc(OC)c2[nH]c1=O	-0.2	97	8	91	97	102	93	116
CC1(C)c2ccccc2N2CC(=O)N(CC(N)=O)C21C (configuration not stated)	-0.1	110	1	91	116	108	110	111
O=C(Nc1ncnc2sc3c(c12)CCCCC3)c1ccco1	0.0	95	0	102	?	82	105[may fluoresce violet]	184*[may fluoresce violet]
CCc1c(C)nc2ncnn2c1NCCc1ccc(OC)cc1	-0.1	105	-8	112	110	109	112	108
Cc1ccc(SCC(=O)NC(=O)NCCC(C)C)c(C)c1	-0.1	104	9	93	108	107	101	105
COC(=O)[C@H](C)NC(=O)NCc1ccccc1F	0.1	97	-2	97	104	98	109	99
CCc1ccccc1NC(=O)CSc1nnc(-c2cc(C)[nH]n2)n1N	-0.3	102	3	133	102	97	100	129
Cc1ccc(S(=O)(=O)N2CCOCC2)cc1C(=O)O	0.1	106	0	86	110	114	100	106
CN(C)C(C)(C)/C=C/C(O)(c1ccccc1)c1ccccc1	0.2	96	7	95	90	104	108	98
CC(C)[C@@H](CO)NC(=O)c1ccc2c3n(nc2c1)-c1ccccc1CO3	-0.2	95	-8	103	91	87	101	92
COCC1CCN(C(=O)c2cc(COc3cncc(Cl)c3)on2)C1 (configuration not stated)	0.1	96	14	83	92	98	98	97
CN1/C(=C\C=C2/SC(=S)N(CC(=O)O)C2=O)C(C)(C)c2ccccc21	0.1	101	0	145	96	97	92	93
Cc1cccc(C)c1N(CC(=O)N(C)Cc1ccccc1)S(C)(=O)=O	-0.1	102	0	95	102	98	85	99
CCc1nccn1CCC(=O)N1CCCC(N2CCN(c3ccccc3C)CC2)C1 (configuration not stated)	0.2	100	5	98	117	94	69	83
COC(=O)c1ccc(COc2ccc(-c3nn[nH]n3)cc2)cc1	0.0	103	-2	116	98	102	108	99
Cc1ccc(C(C(=O)NC2CCCCC2)N(C(=O)Cc2c[nH]c3ccccc23)c2ccccc2)o1 (configuration not stated)	0.0	99	12	101	95	99	103	103
O=C(O)C[C@H]1c2cc(F)ccc2S(=O)(=O)N1C1CCCC1	-0.1	104	2	99	101	107	97	108
O=S(=O)(NCc1ccc(Cl)cc1)NCc1ccccc1F	0.0	105	1	94	106	100	92	109
O=C(O)C1CCC(CNCc2ccccc2Cl)CC1 (configuration not stated)	-0.1	105	3	107	116	110	100	110
Fc1cccc(NC(=S)N2CCn3cccc3C2c2cccnc2)c1 (configuration not stated)	0.1	102	8	130	94	86	96	97
Cc1ccc(NC(=O)CSCC(=O)Nc2cc(Cl)ccc2N2CCN(C)CC2)cc1	-0.1	82	2	106	77	85	84	85
CCCn1c(SCC(=O)Nc2nccs2)nnc1-c1cccnc1	0.2	109	19	94	101	107	106	103
O=C(NC1CCCCC1)C(c1ccc(F)cc1)N(Cc1ccccc1)C(=O)CN1C(=O)c2ccccc2S1(=O)=O (configuration not stated)	0.8	105	-5	109	100	100	100	106
Cc1cc(C)c(C#N)c(SCC(=O)Nc2nnc(-c3ccccc3)s2)n1	-0.1	101	43	95	102	103	91	106
c1ccc2nc3c(nc2c1)c1ccccc1n3CCN1CCOCC1	-0.1	93	8	89	95	96	100	96
Cc1csc(=O)n1CC(=O)OCC(=O)Nc1cc(S(=O)(=O)N2CCOCC2)ccc1Cl	-0.1	102	-1	105	95	106	110	105
CC(=O)C(Cc1ccccc1)NC(=O)CN1CCc2ccccc2C1 (configuration not stated)	0.0	97	2	92	95	103	100	97
O=C(Cc1ccccc1)n1nc(-c2ccco2)nc1SCc1ccccc1	-0.1	98	-2	97	·	93	88	97
COc1cccc(CN2CCN(Cc3ccccc3C(F)(F)F)CC2)c1	0.0	103	-1	100	96	95	96	106
O=C(CSc1nnc(COc2ccccc2)n1Cc1ccco1)c1ccc(F)cc1	-0.1	101	1	103	99	104	111	103
Cc1ccc(C(=O)NCCOc2ccc(Cl)cc2)cc1	-0.2	96	-1	94	79	93	112	97
CCOc1ccc(C(O)c2nccn2Cc2ccccc2)cc1 (configuration not stated)	0.0	106	2	98	103	107	108	102
Cc1cccc(C)c1NC(=O)c1cccc(COc2cc(Cl)ccc2Cl)c1	0.0	109	35	118	98	100	102	98
O=C(NCc1ccncc1)C1CCCCC1	-0.1	100	-1	102	98	100	97	96
Cc1c(OCC(=O)NCCCN2CCOCC2)ccc2c3c(c(=O)oc12)CCCC3	-0.2	105	2	99	107	106	99	107
CCCCNS(=O)(=O)c1cc(-c2nn(C)c(=O)c3ccccc23)ccc1C	0.2	108	8	101	110	105	97	113
CC1CCN(CCCNC(=O)c2ccc(CS(=O)(=O)Cc3ccc(Cl)cc3)o2)CC1	-0.1	106	1	75	109	112	106	120
CCc1c(C)nc(SCC(=O)Nc2c(C)n(C)n(-c3ccccc3)c2=O)[nH]c1=O	-0.1	100	-3	101	104	106	101	107
CCn1c(CNC(=O)Cc2ccc(OC)cc2)nnc1SCC(=O)Nc1ccc(C(=O)O)cc1	-0.1	102	-1	92	108	116	102	99
CC(C)(C)OC(=O)NC(CCNC=C1C(=O)OC(C)(C)OC1=O)C(=O)O (configuration not stated)	0.0	93	-1	108	94	99	100	101
O=C(Nc1nccs1)C(F)(F)C(F)(F)C(F)(F)C(=O)Nc1nccs1	0.0	31*[may fluoresce violet]	1	108	?	?	97[may fluoresce violet]	?
CCOC(=O)c1c(C)nc(-c2ccccc2)nc1N	0.0	103	31	104	103	99	107	103
Cc1c(N2C(=O)/C(=C3/C(=O)N(C)c4ccccc43)SC2=S)c(=O)n(-c2ccccc2)n1C	0.2	101	7	98	105	101	98	104
CCOC(=O)C1=C(CC)Nc2ccccc2N=C1NC(=O)CCNC(C)=O	0.0	102	1	100	102	99	90	105
COc1ccc(C2CC(c3ccccc3)=NN2C(=O)COC(=O)c2cccnc2Cl)cc1 (configuration not stated)	0.0	100	2	96	96	91	86	95
O=C(Nc1cccnc1)Nc1cccc(F)c1	-0.1	104	46	104	110	113	106	116
Cn1c(=O)c(/C(N)=N/OC(=O)c2ccccc2)cn(-c2ccccc2)c1=O	-0.1	100	-2	87	109	120	122	103
CC(CN1CCOCC1)OC(=O)c1ccccc1Cl (configuration not stated)	0.1	102	-2	107	106	105	87	101
CC1(NC(=O)COc2ccccc2-c2ccccc2)CCS(=O)(=O)C1 (configuration not stated)	-0.1	94	0	90	95	97	96	111
COc1ccc(C(=O)c2c(C(F)(F)F)oc3c2C(=O)c2ccccc2C3=O)cc1	0.4	102	-15	197	84	97	112	118

Compound activity (PubChem BioAssay)
